# Screens deposited in PubChem by National Center for Advancing Translational Sciences (NCATS).
# TDP1 block – inhibitors of human tyrosyl-DNA phosphodiesterase TDP1. Q9NUW8. recombinant TDP1, AlphaScreen DNA substrate cleavage. Potency, µM (top dose mostly 130 µM), without a hit: at the highest dose activity change, negative = inhibition, most hits filed as inhibitors. hit rate 0.28% among 350,000. AID 485290; note: nearly all actives have a fitted effect of over 40% in size
# Target sequence (Q9NUW8 whole entry, looked up): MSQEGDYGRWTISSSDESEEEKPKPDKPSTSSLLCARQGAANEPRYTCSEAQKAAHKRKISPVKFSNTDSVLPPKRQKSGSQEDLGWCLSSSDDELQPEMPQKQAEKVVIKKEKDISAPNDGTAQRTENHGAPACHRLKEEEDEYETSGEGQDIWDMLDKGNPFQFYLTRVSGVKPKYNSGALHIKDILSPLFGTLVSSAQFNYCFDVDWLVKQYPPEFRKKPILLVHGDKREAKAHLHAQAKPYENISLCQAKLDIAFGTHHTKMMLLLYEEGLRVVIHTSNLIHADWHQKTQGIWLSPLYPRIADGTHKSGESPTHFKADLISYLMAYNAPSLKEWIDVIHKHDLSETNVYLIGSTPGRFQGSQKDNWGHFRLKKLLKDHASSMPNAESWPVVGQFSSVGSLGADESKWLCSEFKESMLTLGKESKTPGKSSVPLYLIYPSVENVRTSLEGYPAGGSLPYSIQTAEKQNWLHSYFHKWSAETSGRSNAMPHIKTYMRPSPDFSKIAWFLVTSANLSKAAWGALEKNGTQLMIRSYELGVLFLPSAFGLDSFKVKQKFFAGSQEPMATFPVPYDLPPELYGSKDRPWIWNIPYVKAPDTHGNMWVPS
#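 Compounds were preincubated with Tdp1 (1 nM final) for 15 min at room temperature before substrate (15 nM final) started a 5 min reaction; beads (10 ug/ml final) were then added for 10 min before AlphaScreen detection.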
# KAT2A inh – GCN5L2 (KAT2A) acetyltransferase inhibition; Q92830; Potency, µM (series often up to 58.9 µM), for the others: top-dose activity change, negative = inhibition, most hits filed as inhibitors; AID 504327; GCN5L2 HAT assay, ThioGlo1 CoA-SH fluorescence; hit rate 0.21% among 390,000
#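 Free CoA generated was detected with ThioGlo1 (50uM) fluorescence at Ex340nm/Em540nm, read immediately and after 20 min at room temperature. Enzyme, 20 nM in HEPES pH 7.5 buffer, saw compounds 15 min before adding 75uM H3(1-25) peptide and 70uM acetyl-CoA.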
# DT40 TDP1 no CPT – qHTS for Inhibitors of human tyrosyl-DNA phosphodiesterase 1 (TDP1): qHTS in cells in absence of CPT. AID 686978, 2013. Potency, µM (series often up to 46.2 µM), inactives show top-dose activity change, negative = growth inhibition, usual class: inhibitors. DT40 Tdp1-/- hTDP1 cells, no CPT, ATP luminescence, 48 h. hit rate 15% among 420,000; note: nearly all actives have a fitted effect of over 55% in size
#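 Readout: luminescence from CellTiter-Glo after 30 min in the dark at RT. Cells: DT40 Tdp1-/- with stable hTDP1, 400/well. Exposure: compounds alone, ≥48 hr, 37 °C.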
# Numbers without * were called inactive; u = inconclusive; x = not tested or not shown; & = joins results of further samples; [ ] = dose if it differs, or a comment. Calls come from the whole dose curve; as a rule, active = well fitted curve in the direction sought with a large enough effect; inconclusive = small, poorly fitted or top-dose-only effect, or another doubt; inactive = no such curve, though single readings can be large; an effect the other way counts as inactive or inconclusive. % is set by controls: 0 for no effect and ±100 for the full control effect; potency is the fitted concentration of half-maximal effect.
SMILES | TDP1 block | KAT2A inh | DT40 TDP1 no CPT
Cc1cc2c(cc1S(=O)(=O)NCC(C)c1ccccc1)n(C)c(=O)c(=O)n2C (centres undefined) | x | -3% | -13%
COC(=O)c1ccccc1NC(=O)CSc1nnc(-c2cccnc2)n1N | 5% | -13% | 1%
O=C(c1ccccn1)C1CCCN(Cc2nc(Cc3cccc(F)c3)no2)C1 (centres undefined) | -2% | -2% | u
COC(=O)c1[nH]c2ccccc2c1NS(=O)(=O)c1ccc(F)c(C)c1 | 3% | 3% | -26%
COCCn1c(SCC(=O)Nc2ccc(NC(=O)c3ccco3)c(OC)c2)nc2ccccc2c1=O | 3% | -4% | 2%
CN1C(=O)CC(N2CCN(C(=O)c3ccccc3)CC2)C1=O (centres undefined) | 4% | -6% | 1%
O=C(NCCCCc1ccccc1)C12CN(Cc3ccccc3)CC1C(c1ccc([N+](=O)[O-])cc1)=NO2 (centres undefined) | 12% | u | u
COc1ccccc1N(C)S(=O)(=O)c1ccc(C(=O)OCC(=O)Nc2cc(C)on2)cc1 | 0% | -6% | 2%
COC(=O)C(NC(=O)CCc1c(C)nc2cc(-c3cccc(F)c3)nn2c1C)C(C)C (centres undefined) | -1% | -7% | 18µM*
O=C(COc1ccc2ccccc2c1)NCCn1ccc2ccccc21 | 2% | -5% | 21µM*
Cn1nnc(NC(=O)CSc2ncn[nH]2)n1 | 6% | -2% | 0%
CN(Cc1ccc(F)cc1)C(=O)COc1ccc2ccccc2c1 | -5% | -5% | -16%
COc1ccc(NC(=O)Nc2ccccc2F)c(C)c1 | 3% | 5% | -22%
O=C(c1cc(COc2ccc(F)cc2Cl)on1)N1CCC(OCc2cccnc2)CC1 | 3% | -1% | 9.2µM*
COC(=O)c1ccccc1NC(=O)C1CCCN(S(=O)(=O)c2ccc(OC)cc2)C1 (centres undefined) | 3% | 0% | 12µM*
COc1ccc(C2/C=C\CN(Cc3ccncc3)CC(=O)N2Cc2ccc(F)cc2)cc1 (centres undefined) | 16%&1% | 26% | u
CC1CCCC(C)N1C(=O)COC(=O)COc1ccccc1C#N (centres undefined) | 0% | 2% | 15%
O=C(Nc1ccc(F)cc1)c1ccc(COc2ccccc2)cc1 | 5% | -2% | -10%
COc1ccc(O)c(C(=O)c2cnc3onc(C)c3c2)c1 | 3% | 17% | -10%
Nn1cc(Br)c(=O)[nH]c1=O | u | 6% | -21%
CN(C)C(=O)CSc1nc(SCC(=O)N(C)C)n(-c2ccccc2)n1 | 5% | -26% | -7%
Cc1ccc(C(=O)CCC2CCCC2=O)cc1 (centres undefined) | 3% | 3% | -3%
CC1NC(=O)NC1CCCCCC(=O)Nc1ccc(F)c(Cl)c1 (centres undefined) | 11% | -2% | -21%
Fc1ccc2c(c1)C(c1ccc(N3CCOCC3)cc1)=NNC(c1cccs1)=N2 | 8% | -8% | 23µM*
CCNC(=S)N1CCN(CCN=CC2=C(O)CC(c3ccco3)CC2=O)CC1 (centres undefined) | 2% | -2% | -8%
Cc1cc(C)cc(CC2CC(=O)N(c3cc(C)on3)C2=O)c1 (centres undefined) | -1% | 0% | 1%
C/C(=N\Nc1nc(N2CCCCC2)nc(N2CCOCC2)n1)c1cccs1 | 1% | -4% | -24%
CCOC(=O)c1ccc(NC(=O)c2ccc(NS(C)(=O)=O)cc2)cc1 | 2% | -9% | u
CCCC(CCC)c1nc2ccncc2[nH]1 | 0% | -5% | u
CC1(C)Cc2c(cnn2-c2ccc(F)cc2)C(NC(=O)CCN2CCCC2=O)C1 (centres undefined) | 2% | -3% | u

# Profiles as entered above. Order of values: TDP1 block	KAT2A inh	DT40 TDP1 no CPT
# CC1CCCC(C)N1C(=O)COC(=O)COc1ccccc1C#N (centres undefined) as listed: 0%	2%	15%
# COc1ccc(O)c(C(=O)c2cnc3onc(C)c3c2)c1 as listed: 3%	17%	-10%
# CC1(C)Cc2c(cnn2-c2ccc(F)cc2)C(NC(=O)CCN2CCCC2=O)C1 (centres undefined) as listed: 2%	-3%	u
# CCOC(=O)c1ccc(NC(=O)c2ccc(NS(C)(=O)=O)cc2)cc1 as listed: 2%	-9%	u
# Nn1cc(Br)c(=O)[nH]c1=O as listed: u	6%	-21%

# (further entries)
SMILES | TDP1 block | KAT2A inh | DT40 TDP1 no CPT
O=C1NC(NS(=O)(=O)c2ccc(Cl)cc2)(C(F)(F)F)C(=O)N1c1ccccc1 (centres undefined) | -3% | 2% | 0%
COc1ccc(CCNC(=O)CCc2c(C)nc3cc(-c4cccc(F)c4)nn3c2C)cc1OC | 9% | -7% | 8.2µM*
O=C(COc1ccccc1)NC(NC(=S)Nc1ccccc1O)C(Cl)(Cl)Cl (centres undefined) | -2% | -5% | -28%
Cc1cc(NC(=O)Cc2cccs2)no1 | x | -14% | -2%
CC(=O)Nc1ccc(NC(=O)c2c([N+](=O)[O-])c(C(C)(C)C)nn2C)cc1 | 5% | -3% | u
COCCNC(=O)Cn1cnc2c(cnn2-c2ccc(C)cc2)c1=O | x | -4% | 3%
COc1ccccc1OCCn1c(CCNC(=O)C2CCCCC2)nc2ccccc21 | -5% | x | u
O=C(COC(=O)CCc1c[nH]c(=O)[nH]1)Nc1ccccc1 | 7% | -2% | -20%
COc1cc(OC)c(OC)cc1CN1CCN(Cc2cccn2C)CC1 | 1% | -2% | u
O=C(O)c1ccc(S(=O)(=O)c2ccc(Sc3ccc(C(=O)O)c(C(=O)O)c3)cc2)cc1 | 0% | -5% | 0%
CCN(CC(=O)Nc1c(F)cccc1F)C(=O)Cc1ccc2c(c1)OCCO2 | 1% | -2% | -3%
CN(C(=O)Cc1ccccc1)n1cnnc1 | 0% | -5% | -4%
CCc1ccc(NC(=O)[C@H](Cc2ccccc2)NC(=O)C2CCN(C(=O)[C@@H](N)CC(C)C)CC2)cc1 | x | -10% | u
Cc1nc(CCNC(=O)C2CCC(=O)N(Cc3cccc(F)c3)C2)sc1C (centres undefined) | -2% | u | 20%
Cc1ccc(NC(=O)NCCCl)cc1S(=O)(=O)N1CCOCC1 | x | 3% | 3%
CCOc1ccc(NC(=O)Cn2cncc2-c2ccc([N+](=O)[O-])cc2)cc1 | 3% | -4% | -11%
Cc1ccc2nc(-c3ccc(NC(=O)COC(=O)c4ccco4)cc3)sc2c1 | 1% | 34%[activator] | u
CCCN1C(=O)COc2ccc(-c3n[nH]c(=O)c4ccccc34)cc21 | 5% | 2% | u
CC1(C)O[C@@H]2[C@H](O1)[C@@H](CO)O[C@H]2n1cnc2c(=O)[nH]cnc21 | 1% | 0% | -5%
NC(=O)C1CCN(CC(=O)Nc2ccccc2C(=O)NC2CC2)CC1 | 1% | -4% | 13%
CCCCc1nc(N)c(C#N)c(-c2ccco2)c1CCC | 3% | -4% | -17%
C=CCN1C(=O)C2(C(C(=O)c3ccc(C)o3)=C(O)C(=O)N2CCCN2CCOCC2)c2ccccc21 (centres undefined) | -1% | -1% | -13%
CCOc1ccc(N/C(=C(/C(Cl)=C(Cl)Cl)[N+](=O)[O-])n2cncn2)cc1 | 4% | 0% | x
COc1cccc(OCC(=O)NNC(=O)c2cccs2)c1 | 5% | 1% | -1%
Nc1nonc1-n1nnc(C(=O)N/N=C/c2cccc(Cl)c2)c1-c1cccs1 | 4% | -11% | -10%
C=CCn1c(/N=C/c2ccc(N(C)C)cc2)nc2ccccc21 | -1% | -9% | -6%
O=C(/C=C/c1ccc(S(=O)(=O)N2CCOCC2)cc1)NCc1ccc(Cl)cc1 | 4% | -7% | 18µM*
O=c1ccc(S(=O)(=O)N2CCC(Cc3ccccc3)CC2)c[nH]1 | 3% | -4% | -26%
CC(NC(=O)c1ccc(Br)cc1)C(=O)NC1=NCCS1 (centres undefined) | 3% | 2% | -1%
O=C(CCNC(=O)c1ccc(Br)cc1)Nc1cccc(S(=O)(=O)N2CCCCC2)c1 | -3%[0.505 µM] | -5% | 18µM*
NC(=O)N/N=C/c1ccc(-n2nncc2-c2ccc(Cl)cc2)cc1 | 2% | -4% | -12%
N/C(CN1CCCC1=O)=N\OC(=O)c1ccc(Cl)cc1 | 3% | 1% | 2%
Oc1ccccc1-c1cc(C(F)(F)C(F)F)nc(-c2ccccc2)n1 | 5% | 1% | -29%
CCCCOc1ccc(C(=O)NCC(=O)OCC(=O)N2CCN(S(=O)(=O)c3ccc(C)cc3C)CC2)cc1 | 3% | -10% | -16%
CCCCn1c(N)nc2ccccc21 | 2% | -9% | u
O=C(O)CCCn1c(=O)c2cccn2c2ccc(F)cc21 | x | 3% | 7.3µM*
CC(C(=O)Nc1ncccn1)(c1ccccc1)c1ccccc1 | 3% | 0% | 0%
CC(C)(O)C#Cc1ccc(CN2CCCC(CO)(Cc3cccc(Cl)c3)C2)cc1 (centres undefined) | 1% | 0% | 15µM*
N#CNC(=Nc1ccc(F)cc1)SCc1ccccc1 | -2% | -2% | -8%
COc1ccccc1C(=O)N/N=C/C(C)=C/c1ccccc1 | x | -10% | -12%
O=C1CCCN1CCCNc1nc2c(S(=O)(=O)c3ccc(Br)cc3)nnn2c2ccccc12 | -5% | -22% | 8%
Fc1ccccc1NC(=S)NCc1ccccc1 | x | -8% | u
Cn1c(CNC(=O)c2ccco2)nnc1SCC(=O)Nc1ccc(Br)cc1F | 6% | 1% | -29%
Cc1ccc(S(=O)(=O)CCN2CCN(c3ccccc3)CC2)cc1 | -12% | 0% | -8%
CCOC(=O)c1ccc2c(c1)nc(-c1ccc(F)cc1)c1nccn12 | 3% | -1% | -5%
COc1ccc(CC2(CO)CCN(Cc3nc(C(C)C)cs3)CC2)cc1 | 6% | -3% | u
S=C1NCCOCCOCCOCCOCCNC(=S)N2CCOCCOCCN1CCOCC2 | 1% | 0% | -1%
Cc1cc(C)c(C#N)c(SCCS(=O)(=O)c2ccc(C(C)(C)C)cc2)n1 | -7% | u | 21µM*
O=C1N=C(N2CCCCC2)S/C1=C\c1cn[nH]c1-c1ccccc1 | 0% | 1% | -11%
Cn1nc(C(=O)Nc2cccc(S(N)(=O)=O)c2)c2ccccc2c1=O | 3% | 0% | -3%
CN(C)c1ccc(-c2nc(N(C)Cc3ccco3)c3ccccc3n2)cc1 | 13% | u | 16µM*
CC(=O)c1ccc(NC(=O)C2CCCN(S(=O)(=O)c3cccc4nonc34)C2)cc1 (centres undefined) | 10% | -11% | -6%
CCC(=O)NC1OC(CO)C(O)C(O)C1O (centres undefined) | 8% | 3% | u
O=S(=O)(c1c(Cl)cc(Br)cc1Cl)N1CCN(C(=S)NC2CC2)CC1 | 1% | 0% | u
COc1ccc(C2CC(=O)C(C=NCCO)=C(O)C2)cc1OC (centres undefined) | 7% | -11% | 1%
CCOCCc1nnc(NC(=O)CSc2ccccc2)s1 | 0% | 0% | -15%
CCCCN1C(=N)N([C@@H](C)CN2CCC[C@H]2CN2C(N)=NC[C@H]2CC(C)C)C[C@H]1[C@H](C)CC | -13% | 2% | 16µM*
Cc1ccc(Oc2ncccc2C(=O)NC2CCSC2=O)cc1 (centres undefined) | 3% | 0% | -3%
COc1ccc(CCN(C)C(=O)CSc2nnnn2C)cc1OC | 1% | -1% | 13%
C#CCN(C(=O)c1cc(COc2ccc(C)c(C)c2)on1)C1CCCCC1 | -4%[56.1 µM] | -2% | 23µM*

# (cont.)
SMILES | TDP1 block | KAT2A inh | DT40 TDP1 no CPT
COc1ccc(CNc2nc(NCc3ccc(OC)cc3)n(C(C)=O)n2)cc1 | 0% | 0% | -1%
COc1ccc(/C(O)=C2\C(=O)C(=O)N(Cc3ccco3)C2c2ccc(OC)cc2OC)cc1 (centres undefined) | 0% | -10% | -12%
Cc1cccc(-n2ccnc2SCC(=O)Nc2cccc3ccccc23)c1C | 13% | -4% | 16µM*
O=C(NC(=S)NCC1CCCO1)c1ccco1 (centres undefined) | -10% | -3% | 5%
Cc1ccc(C(C)C)cc1OCC(=O)NNC(=O)Nc1ccccc1 | x | 3% | u
COc1ccc(CC(=O)NCC(C)(C)N2CCOCC2)cc1 | x | 1% | 17%
Cc1c(Br)c(C(F)(F)F)nn1CC(=O)NCCN1CCOCC1 | 8% | 2% | 6%
O=C(O)C1CCCN(S(=O)(=O)c2ccc(Cl)s2)C1 (centres undefined) | 8% | 4% | 2%
CNc1ccnc(-c2c(C)noc2C)n1 | -6%[56.1 µM] | -2% | -5%
COc1ccc(C2c3ccc(O)cc3Oc3ncn4nc(-c5ccccn5)nc4c32)cc1 (centres undefined) | x | -5% | -9%
CC1Sc2ccc(S(=O)(=O)CCC(=O)NCc3ccc(Cl)cc3)cc2NC1=O (centres undefined) | -5% | -21% | u

# The list is partial; count on the stated rates, not on these rows.
